# Screening data: PubChem BioAssay, several laboratories
# Shn3 inh set2 = reduction of Shn3 3'UTR firefly luciferase signal, primary screen, Schnurri-3 inhibitor project, cell-based, Clone20 osteoblasts, set 2; hit rate 0.52% among 360,000; Clone20 osteoblast Shn3 3'UTR firefly luciferase, 24 h; inhibition, % at 12.5 µM;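 active = mean inhibition of at least 75% with every replicate also reaching 75%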;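 note: 0% = median of neutral control wells and 100% = pilot-screen positive control compound; some compounds past the cut are filed as inactive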
# TRPM1 prom inh = inhibitors of MITF-dependent TRPM1 promoter reporter, primary screen, cell-based, SK-MEL-5, single point, luciferase; SK-MEL-5 TRPM1 promoter luciferase, 24 h; inhibition, % at 12.5 µM; hit rate 0.83% among 330,000; AID 488899, 2010;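 active = mean inhibition across replicates of 60% or more, whatever share of single replicates reaches that level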; note: values of inactives mirror those of a sister screen read the other way
# NR2E3 ag-1 = inhibitors of NR2E3-RetCOR corepressor binding, primary screen, NR2E3 agonist project, biochemical, TR-FRET, GST-NR2E3, biotin-RetCOR. Photoreceptor-specific nuclear receptor (Homo sapiens), Q9Y5X4. 1536-well. inhibition of corepressor binding, % at 4.78 µM. AID 2300, 2010. hit rate 0.12% among 320,000;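 active = percent inhibition above the cutoff of mean plus 3 SD of all tested compounds, set per screening campaign, cut at about 20% in these data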;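 note: 0% = DMSO wells and 100% = biotin wells as full block of FRET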
# Target sequence (Q9Y5X4 whole entry, looked up): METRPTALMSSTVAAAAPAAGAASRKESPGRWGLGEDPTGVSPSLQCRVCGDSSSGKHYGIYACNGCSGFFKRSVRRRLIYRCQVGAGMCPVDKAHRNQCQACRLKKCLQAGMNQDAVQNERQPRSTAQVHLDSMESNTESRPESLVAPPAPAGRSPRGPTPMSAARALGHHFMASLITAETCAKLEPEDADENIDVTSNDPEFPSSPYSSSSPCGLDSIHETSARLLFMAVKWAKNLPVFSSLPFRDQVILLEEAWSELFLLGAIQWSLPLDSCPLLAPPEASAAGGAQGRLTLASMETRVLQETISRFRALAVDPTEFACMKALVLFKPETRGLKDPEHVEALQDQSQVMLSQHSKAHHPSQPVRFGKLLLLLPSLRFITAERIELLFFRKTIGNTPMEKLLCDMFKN
#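 System: GST-tagged NR2E3 plus biotinylated RetCOR corepressor; Buffer or medium: pH 7.5 Tris-based buffer; Probe or stimulus: RetCOR corepressor, biotinylated, 7 nM; Doses: compound at 4.8 µM, single dose; Schedule: 5 h incubation at 4 °C; Technique: time-resolved FRET; Evaluation: percent inhibition of TR-FRET ratio; Replication: one well per compound, singlicate testing.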
# Peg3 promoter = Peg3 promoter-driven luciferase inhibitors, primary screen, cell-based, HeLa, luciferase luminescence | HeLa PEG-Prom luciferase reporter, overnight | hit rate 1.7% among 360,000 | AID 588405, 2011 | inhibition, % at 20 µM;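 active = inhibition of at least 50% at 20 µM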
# C8 TRAIL sens = viability loss with TRAIL in NB7+C8 cells, primary screen, TRAIL sensitizer project, cell-based, ATPlite luminescence; inhibition (viability loss, TRAIL sensitization), % at 10 µM; hit rate 1% among 360,000; AID 624354, 2012;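 active = compounds causing at least 50% loss of cell viability in the single-dose screen, relative to plate controls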
# KKLEB tox = cytotoxicity in KKLEB CF airway cells, primary screen, cytotoxicity control for CF NF-kB inhibitor project, cell-based, uHTS, fluorescence assay plates; KKLEB CF airway cells viability, ATPlite luminescence, overnight; stronger effect = lower value; cells stimulated with P. aeruginosa culture filtrate; hit rate 0.36% among 360,000; activity change (cytotoxicity), % at 5 µM; AID 602141, 2011;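 active = corrected activity change at or below -50% at 5 µM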
# TWEAK-Fn14 inh = inhibitors of TWEAK-Fn14 signaling, primary screen, luciferase reporter cells, uHTS; TWEAK-stimulated Fn14 reporter cells, luciferase luminescence, 8 h; inhibition, % at 10 µM; hit rate 2% among 360,000; AID 1159606, 2016; in the data active = inhibition above about 50%
# CF NFkB block = inhibitors of PAF-induced NF-kB signaling, primary screen, cell-based, GFP fluorescence, uHTS; hit rate 0.86% among 360,000; inhibition, % at 5 µM; AID 588850, 2011; KKLEB NF-kB-GFP reporter, GFP fluorescence overnight;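 active = at least 50% inhibition at 5 µM, scaled per plate between neutral and stimulator controls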;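 note: PAF is a Pseudomonas aeruginosa culture filtrate used as stimulus; plate controls were PAF-stimulated DMSO wells for no effect and unstimulated DMSO wells for full effect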
# HIF-2a inh = HIF-2a reporter inhibitors, primary screen, luminescence, 786-0 RCC cells; 786-0 RCC cells HIF-2a reporter, luciferase luminescence, overnight; inhibition, % at 18.8 µM; hit rate 0.72% among 360,000; AID 624352, 2012;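 active = inhibition of the luminescence signal of 40% or more relative to plate controls, in a single-dose primary screen at 18.75 µM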
# NR2E3 ag-2 = NR2E3 agonists in two-hybrid cells, primary screen, cell-based, luminescence, CHO-S, Gal4-NCOR/VP16-NR2E3 | hit rate 0.35% among 360,000 | inhibition of corepressor binding, % at 3.98 µM | AID 602229, 2012 | luciferase;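 active = inhibition above the mean of all tested compounds plus 3 SD, cut at about 70% in these data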;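 note: 0% = DMSO with NR2E3 transfected cells and 100% = cells lacking NR2E3 construct; higher means lower luciferase signal from less NR2E3 corepressor binding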
# TROY signal inh = inhibitors of TROY-driven NF-kB signaling, primary screen, Q293 LMP1-TROYcd cells, NF-kB luciferase, uHTS. Q293 LMP1-TROYcd NF-kB luciferase reporter, 4 h. hit rate 0.98% among 360,000. AID 1347056, 2019. inhibition, % at 10 µM;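 active = compounds whose plate-normalised and pattern-corrected inhibition of the luciferase reporter signal at the single screening dose is 50% or more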
# Numbers without * were called inactive; · = no result given. An excerpt, so the mix of outcomes need not match the whole.
SMILES,Shn3 inh set2,TRPM1 prom inh,NR2E3 ag-1,Peg3 promoter,C8 TRAIL sens,KKLEB tox,TWEAK-Fn14 inh,CF NFkB block,HIF-2a inh,NR2E3 ag-2,TROY signal inh
CC(=O)Nc1ccc(C2NC(=O)c3ccccc3O2)cc1 (configuration not stated),-8,-10,3,-6,-14,6,9,-11,-9,5,-4
COc1ccc(CN2C(=O)c3ccccc3C2=O)cc1C(=O)OCC(=O)NC1CCCCC1,21,7,-4,1,1,0,19,-9,17,-8,6
CCOc1ccc(N(CC(=O)NC2CCCCC2)C(=O)CCC(=O)Nc2ccccn2)cc1,11,8,7,7,-1,-5,1,3,10,-14,-20
CCCOc1ccc(N2C(=O)CC(N3CCC(c4nncn4CC)CC3)C2=O)cc1 (configuration not stated),-1,7,0,11,8,-5,-14,-5,7,-1,-6
O=Cc1ccc(OCC(=O)N2CCOCC2)cc1,-4,13,1,7,-23,10,-2,-13,11,-11,-8
O=C1c2oc3ccccc3c(=O)c2C(c2cccs2)N1CCCN1CCOCC1 (configuration not stated),12,11,-1,3,5,-7,11,6,2,-14,-7
COc1ccc(CCNC(=O)c2cc(C3CC3)on2)cc1OC,19,-11,-1,-21,5,-7,-5,15,3,-7,-3
COc1ccc(S(=O)(=O)N(C)C[C@H]2Oc3c(NS(=O)(=O)c4cn(C)cn4)cccc3C(=O)N([C@H](C)CO)C[C@@H]2C)cc1,0,0,·,-6,-5,-8,-7,-3,11,-16,-5
COc1ccc(C)cc1-n1nnnc1SCc1nc2ccccc2s1,-14,-20,-1,-180,8,-2,12,2,-189,-56,13
O=C(Nc1cccc(-c2cn3cccnc3n2)c1)Nc1ccccc1F,-13,-16,1,-38,-6,8,12,-10,-91,32,-56
Cc1cn(C(=O)c2ccccc2)c(=S)n1-c1ccc(Cl)cc1,-40,3,2,32,6,-2,-11,-16,20,5,-38
Cc1onc(-c2ccccc2)c1C(=O)N=C(N)c1ccc(Cl)cc1,11,-11,-3,12,10,20,-5,-31,11,15,-8
O=C(CCCN1C(=O)c2ccccc2C1=O)Nc1nncs1,7,-1,3,1,0,2,8,-1,-4,-11,-5
Cc1ccc(C(C)C)c(OCCCCCN2CCOCC2)c1,-12,25,2,11,7,-1,-15,12,11,16,-18
CCCC(=O)N1CCN(c2ccc(NC(=O)c3ccc(N4CCCC4)c([N+](=O)[O-])c3)cc2Cl)CC1,60,6,-2,11,22,-8,28,2,-6,12,25
O=C(c1ccccc1)C(C(=O)N1CCCCC1)n1ccccc1=O (configuration not stated),-1,·,2,22,-1,2,-8,2,7,-4,9
CC1CSC(N(C(=O)c2ccc(S(C)(=O)=O)cc2)c2ccc(Cl)cc2)=N1 (configuration not stated),-35,-12,0,-40,5,-21,2,28,-76,15,-33
CC1CN(c2ccc(Cl)nn2)CC(C)O1 (configuration not stated),-8,8,-3,-3,12,-18,3,3,22,-10,-4
CN(/C=C/C(=C\C=[N+](C)c1ccccc1)OCCCS(=O)(=O)[O-])c1ccccc1,-13,11,-5,8,3,-2,38,4,9,-19,7
Cc1ccc(C(=O)C2CCNCC2)cc1,-14,-1,-2,-6,-4,-3,-6,7,8,4,-13
CC(=O)c1cccc(NC(=O)C2Cc3c(-c4ccccc4)ccnc3O2)c1 (configuration not stated),19,·,·,26,14,-22,29,11,16,24,44
COc1ccc(OCC(=O)NC(=S)Nc2ccc(N3CCOCC3)c(Cl)c2)cc1,2,-3,0,2,-9,11,1,-10,1,-60,27
COc1ccccc1NC(=S)Nc1ccccn1,-24,-4,-2,-54,-5,-1,1,0,-37,10,-12
CC(C)Sc1nc(N)c2c3c(sc2n1)CN(C)CC3,-24,-59,3,-65,22,-1,-18,17,-85,-10,-2
Cc1cccc(Nc2nc(-c3ccc(F)c(C)c3)cs2)n1,-109,-65,-1,-314,-24,0,-4,-11,-288,-125,-26
CCOC(=O)C1=C(C)NC(C)=C(C(=O)OCC)C1C(=O)OCC(=O)NCCc1ccc(S(N)(=O)=O)cc1,-1,-6,0,7,7,12,-21,-11,19,-5,7
Cn1nc(C(F)(F)F)cc1C(=O)Nc1ccc(-c2ccno2)cc1,13,0,2,-14,9,16,10,14,-8,3,13
CCC1CCCCN1C(=O)Cn1nc([N+](=O)[O-])c(Cl)c1C (configuration not stated),-11,-8,-3,2,-1,-6,-3,2,12,-2,-3
O=C(Nc1ccc(-c2cnco2)cc1)c1ccc(F)cc1F,42,-41,-2,-207,-1,8,-36,-10,-247,-65,-55
COc1ccc(CNc2ccc(S(=O)(=O)N3CCN(C)CC3)cn2)cc1OC,13,-5,1,4,4,7,-4,-28,-3,-17,-4
O=C(NC1CCCC1)C(c1ccccn1)N(Cc1ccc(F)cc1)C(=O)c1csnn1 (configuration not stated),0,3,-2,4,-11,14,13,-8,8,-2,13
CC1=NN(Cc2ccccc2)C(=O)/C1=C/c1ccc(N(C)C)cc1,-31,9,0,-2,11,-22,-12,10,2,-26,-11
CCOc1ccc(C(=O)OCC(=O)NCc2ccco2)cc1OCC,14,6,0,4,-8,-12,-1,11,7,-42,-16
CC(C)S(=O)(=O)c1csc(NC(=O)Nc2ccc(Cl)cc2)c1Cl,-17,-73,-4,-41,-3,-7,13,4,-159,-11,43
CCCC(=O)c1ccc(N2CCC(C)CC2)c(F)c1,-60,-67,1,-171,4,5,-21,-5,-95,14,-55
O=C(Nc1ccc2c(c1)ncn2-c1ccccc1)c1ccco1,-26,-60,6,-219,1,1,-2,-1,-215,-51,-55
COc1ccc(S(=O)(=O)N2CCN(c3cccc(C)c3C)CC2)cc1,23,0,1,12,-1,-1,30,12,0,-45,8
COc1ccc(N2C(=O)/C(=C/c3cccs3)NC2=S)cc1,-9,-1,-2,-43,9,-11,-15,-6,-68,-60,-17
COc1ccc(CNC(=O)CSc2nc3ccc(OC)cc3[nH]2)cc1,-18,-8,0,6,-1,11,5,10,12,-17,-3
COc1cccc(C(=O)Nc2nc(C)cs2)c1,-49,-35,4,-192,20,4,19,4,-148,-105,-38
COCCNc1oc(/C=C/c2ccc(F)cc2)nc1S(=O)(=O)c1ccccc1,22,-9,2,36,-7,-21,21,0,-4,-13,9
O=C(Cc1ccccc1)NC1CCN(C(=O)NCc2ccccc2)CC1,-2,-3,-2,-1,15,-9,0,2,-3,-22,-6
CC1(C)C2([N+](=O)[O-])CN3CC1([N+](=O)[O-])CN(C2)C31CCCC1,-23,9,-1,18,-3,5,14,0,12,-14,-2
O=c1[nH]c2ccc(S(=O)(=O)Nc3ccc(-c4nnc5n4CCCCC5)cc3)cc2o1,-1,10,0,2,-1,-5,-12,-5,6,-29,-5
O=C(NC(=S)Nc1ccc(CN2CCOCC2)cc1)c1ccc(-c2cccc(Cl)c2)o1,34,35,-2,17,19,-5,49,-10,-31,2,58*
CCOC(=O)c1c(-c2cccc(C)c2)csc1NC(=O)c1c(-c2ccccc2)noc1C,70,14,2,18,17,8,-33,-8,-9,-7,9
COc1ccccc1NC(=O)Nc1nc(CC(=O)NCc2c(F)cccc2F)cs1,-9,-1,-1,21,16,-8,11,-11,-28,-36,-5
CC(=O)c1ccc(-n2c(CCC(=O)O)ccc2-c2ccc(C)cc2)cc1,-23,7,-2,-1,-2,5,19,-19,-4,-25,-33
Cc1nc(C)n(CC(=O)N2CCCC(C(=O)c3cccc4ccccc34)C2)n1 (configuration not stated),-13,9,-2,-35,-1,-4,-4,17,-26,-34,-19
COc1cc2cncc(Cc3ccccc3)c2cc1O,-9,1,·,0,-10,3,1,8,6,-25,6
COc1c(C)cc(Br)cc1C(=O)NC(=S)Nc1ccc(Cl)c(C(=O)O)c1,-26,-1,1,-45,-2,1,-60,1,-107,-16,-40
COc1ccc(NC(=O)C(OC(=O)c2ccc([N+](=O)[O-])o2)c2ccccc2)cc1Cl (configuration not stated),-40,7,0,-15,6,5,-9,-3,-84,-15,-49
COc1ccc(C(=O)CC(=O)C(=O)Nc2cccc([N+](=O)[O-])c2C)cc1,-1,9,2,11,4,-9,6,-8,10,6,-3
CSc1ccc(S(=O)(=O)N2CCC(C(=O)NCc3ccncc3)CC2)cc1,8,-8,1,-5,-21,-2,5,4,12,-19,11
COc1cc(-c2ccc(N3C(c4ccsc4)=Cc4ccc(F)cc4C3c3c[nH]c4ccc(C#N)cc34)cc2)cc(OC)c1OC (configuration not stated),·,·,·,·,1,·,3,·,-3,-12,-3
CC(=O)Nc1ccc(Nc2nnc(-c3ccc(O)cc3)c3ccccc23)cc1,-6,6,-1,3,4,-12,-3,14,16,9,-10
Nc1nonc1C(=O)OCC(=O)c1ccc(Cl)cc1,-5,0,-1,9,-14,14,-21,-10,9,6,-14
Cc1ccc(-n2nc3c(c2NC(=O)C2CCCC2)CS(=O)(=O)C3)cc1,-1,7,2,-9,-4,5,-8,-15,-19,13,-14
Cc1ccccc1CNC(=O)c1ccccc1NS(C)(=O)=O,-9,-9,0,7,-2,-5,24,3,14,34,22
C/C(=N\Nc1ccc([N+](=O)[O-])cc1)c1ccc(-n2nncc2C(C)(C)C)cc1,18,8,3,12,2,-21,-28,13,9,13,10
COC(=O)C1=C(C)NC(C)=C(C(=O)O[C@@H]2CCCN(Cc3ccccc3)C2)[C@@H]1c1cccc([N+](=O)[O-])c1,6,6,2,36,1,12,-3,15,-36,-9,35
C=CCN1C(=NC(=O)CCCC(=O)O)SC2CS(=O)(=O)CC21 (configuration not stated),4,11,3,9,-11,1,14,13,1,-4,2
Cc1ccnc2nc(C(=O)NC3=NCCS3)nn12,8,3,4,2,24,-2,-6,9,8,17,-4
